Source: PubChem (several laboratories)
NR2F2 inh: NR2F2 (human) inhibition, primary screen. P24468. HEK293T NGFI-A luciferase reporter, luminescence. inhibition, % at 8.6 µM. 370,000 compounds, 0.7% hits. AID 686940;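 active means inhibition above a per-plate cutoff, mean inhibition of test wells between control levels plus 3 SD, cut at about 38% in these data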;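 further: cells cotransfected with COUP-TFII expression vector driving the NGFI-A reporter; 0% = median of COUP-TF2 test wells and 100% = reporter-only cells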
Target sequence (P24468 whole entry, looked up): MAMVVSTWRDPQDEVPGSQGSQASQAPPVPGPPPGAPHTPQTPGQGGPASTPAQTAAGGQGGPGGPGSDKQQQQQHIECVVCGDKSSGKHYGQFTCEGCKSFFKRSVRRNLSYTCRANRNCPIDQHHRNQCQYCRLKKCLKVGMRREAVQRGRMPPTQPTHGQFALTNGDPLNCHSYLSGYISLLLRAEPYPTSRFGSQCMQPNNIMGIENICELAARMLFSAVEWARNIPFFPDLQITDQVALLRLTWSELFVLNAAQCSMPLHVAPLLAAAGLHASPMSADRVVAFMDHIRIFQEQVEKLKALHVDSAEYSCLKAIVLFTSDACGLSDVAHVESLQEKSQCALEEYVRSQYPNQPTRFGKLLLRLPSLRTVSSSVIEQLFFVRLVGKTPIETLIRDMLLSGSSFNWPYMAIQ
LMP1 NFkB inh: inhibitors of Epstein-Barr LMP1-induced NF-kappaB reporter | LMP1-induced NF-kappaB luciferase reporter cells, luminescence | inhibition, % at 12.5 µM | 350,000 compounds, 0.69% hits | AID 504558; in the data active means inhibition above about 41%;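 further: 0% = neutral control wells and 100% = reference inhibitor control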
TROY signal inh: TROY signaling inhibition; Q293 LMP1-TROYcd NF-kB luciferase reporter, 4 h; inhibition, % at 10 µM; 360,000 compounds, 0.98% hits;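 active means compounds whose plate-normalised and pattern-corrected inhibition of the luciferase reporter signal at the single screening dose is 50% or more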
TWEAK-Fn14 inh: TWEAK-Fn14 signaling inhibition | TWEAK-stimulated Fn14 reporter cells, luciferase luminescence, 8 h | inhibition, % at 10 µM | 360,000 compounds, 2% hits | AID 1159606; in the data active means inhibition above about 50%
Shn3 3UTR inh: reduces Shn3 3'UTR luciferase signal in osteoblasts | inhibition, % at 12.5 µM | Clone20 osteoblast Shn3 3'UTR firefly luciferase, 24 h | 360,000 compounds, 0.52% hits;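 active means mean inhibition of at least 75% with every replicate also reaching 75%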;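 further: 0% = median of neutral control wells and 100% = pilot-screen positive control compound; some compounds past the cut are filed as inactive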
C8 TRAIL sens: caspase-8 TRAIL sensitization. NB7+C8 cells + TRAIL, ATPlite viability luminescence. inhibition (viability loss, TRAIL sensitization), % at 10 µM. 360,000 compounds, 1% hits. AID 624354;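 active means compounds causing at least 50% loss of cell viability in the single-dose screen, relative to plate controls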
SRC3 inh: inhibits human SRC3 coactivator; AID 588352; inhibition, % at 3.6 µM; Q9Y6Q9; HEK293 GAL4-SRC3 luciferase reporter, luminescence; 360,000 compounds, 0.17% hits;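 active means inhibition above a per-campaign cutoff, the mean of all compounds plus 3 SD, cut at about 60% in these data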;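 further: 0% = DMSO-treated cells and 100% = gossypol-treated cells at 36 µM; higher means less SRC3-driven luciferase light from the GAL4 reporter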
CF NFkB block: blocks PAF-induced NF-kB reporter in cystic fibrosis cells | KKLEB NF-kB-GFP reporter, GFP fluorescence overnight | 360,000 compounds, 0.86% hits | inhibition, % at 5 µM;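 active means at least 50% inhibition at 5 µM, scaled per plate between neutral and stimulator controls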;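 further: PAF is a Pseudomonas aeruginosa culture filtrate used as stimulus; plate controls were PAF-stimulated DMSO wells for no effect and unstimulated DMSO wells for full effect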
SRC1 inh: inhibitors of human steroid receptor coactivator 1 (SRC1). AID 588354. HEK293 GAL4-SRC1 luciferase reporter, luminescence. Q15788. inhibition, % at 3.6 µM. 360,000 compounds, 0.12% hits;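 active means inhibition above the campaign mean plus 3 SD, with each screening campaign given its own cutoff, cut at about 60% in these data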;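 further: 0% = DMSO treated cells and 100% = gossypol at 36 µM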
KKLEB cytotox: reduces viability of KKLEB cystic fibrosis airway cells. activity change (cytotoxicity), % at 5 µM. AID 602141. 360,000 compounds, 0.36% hits. KKLEB CF airway cells viability, ATPlite luminescence, overnight; hits give low values; cells stimulated with P. aeruginosa culture filtrate;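 active means corrected activity change at or below -50% at 5 µM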
LRH-1 inv ag: NR5A2 inverse agonism in reporter assay | HEK293T StAR-luciferase reporter, LRH-1 transfected, 24 h | inhibition, % at 3.6 µM | 360,000 compounds, 0.13% hits | AID 602396;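 active means inhibition above the mean inhibition of all tested compounds plus 3 SD, cut at about 73% in these data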;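 further: 0% = DMSO wells and 100% = reporter-only cells lacking LRH-1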
Target sequence (O00482 whole entry, looked up): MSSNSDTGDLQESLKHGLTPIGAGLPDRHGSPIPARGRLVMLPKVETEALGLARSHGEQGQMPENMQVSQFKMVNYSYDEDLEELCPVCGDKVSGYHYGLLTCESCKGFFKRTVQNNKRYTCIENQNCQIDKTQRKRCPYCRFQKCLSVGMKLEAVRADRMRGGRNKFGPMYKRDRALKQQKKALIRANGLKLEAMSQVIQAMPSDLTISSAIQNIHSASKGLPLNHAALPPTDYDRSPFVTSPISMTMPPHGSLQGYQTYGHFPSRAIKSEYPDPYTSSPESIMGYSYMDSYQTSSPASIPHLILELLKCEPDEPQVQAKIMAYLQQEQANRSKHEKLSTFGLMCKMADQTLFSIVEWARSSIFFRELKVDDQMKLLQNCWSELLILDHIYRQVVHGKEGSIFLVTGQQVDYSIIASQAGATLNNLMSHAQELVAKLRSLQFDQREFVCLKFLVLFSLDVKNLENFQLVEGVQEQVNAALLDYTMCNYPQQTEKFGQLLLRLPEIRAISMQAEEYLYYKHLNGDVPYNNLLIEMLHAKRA
Starred values were filed as active, the others as inactive; nt = not tested or not shown; & = joins results of further samples. The list is partial; count on the stated rates, not on these rows.

SMILES	NR2F2 inh	LMP1 NFkB inh	TROY signal inh	TWEAK-Fn14 inh	Shn3 3UTR inh	C8 TRAIL sens	SRC3 inh	CF NFkB block	SRC1 inh	KKLEB cytotox	LRH-1 inv ag
CCOC(=O)N1CCN(C(=O)c2cn(C)c3ccc(S(=O)(=O)N(C)C4CCCCC4)cc3c2=O)CC1	2	2	-1	3	-3	11	6	4	-6	-15	2
COc1cc(C2CC(=O)Oc3cc(C)cc(C)c32)cc(OC)c1OC (stereo unspecified)	1	-3	-20	2	-11	-13	-18	-12	4	-8	18
COc1ccccc1NC(=O)NCCN1C(=O)C2C3C=CC(C3)C2C1=O (stereo unspecified)	-7	2	-11	-1	1	-2	6	-2	-9	5	-5
Cc1c(/C=N/NC(=O)C(NC(=O)c2ccc3c(c2)OCO3)C(C)C)c2ccccc2n1C (stereo unspecified)	24	-4	11	16	7	-6	3	-76	-6	13	-20
COc1ccc(S(=O)(=O)N(CC(=O)O)c2ccc(C)cc2)cc1	12	4	-6	3	6	4	13	-4	-16	7	22
Cn1c(-c2ccc3c(c2)OCO3)cc(=O)c2ccccc21	5	-4	0	-3	18	38	5	32	2	-4	-34
O=C(CCC1CCCC1)Nc1ccc(OCC(=O)N2CCOCC2)cc1	-20	-5	-5	-9	-29	42	-25	6	-20	-4	-17
C=CCn1c(SCc2ccccc2)nc2scc(-c3ccc(C)o3)c2c1=O	-3	-4	24	14	-5	-16	8	18	11	-13	-10
COc1ccc(/C=N/NC(=O)c2cccc([N+](=O)[O-])c2)cc1OS(=O)(=O)c1ccccc1	-2	-7	18	12	5	-6	-5	3	3	-6	4
C[C@@H]1CN(Cc2nc(-c3cnccn3)no2)C[C@H](C)O1	8	4	-5	-8	-10	5	17	4	8	-7	4
CSc1ccc(S(=O)(=O)Nc2ccc(S(=O)(=O)Nc3ccc(C)cc3)cc2)cc1	0	-10	26	14	9	0	7	6	2	-3	-9
Cc1ccc(S(=O)(=O)NCC(=O)NCC(=O)N(C)Cc2ccc(Br)s2)cc1C	8	-1	15	4	18	1	5	-22	2	-1	-7
COc1ccc(CCNC(=O)C(=O)NCC2OCCN2S(=O)(=O)c2ccccc2)cc1OC (stereo unspecified)	-3	4	0	-5	-2	-1	-3	-7	-2	-1	14
Cc1cc(=O)[nH]c(N=N/C(=N/Nc2ccc(O)cc2)c2ccccc2)n1	-18	-11	-80	-52	-37	0	12	5	-27	0	3
CC1(C(=O)NS(=O)(=O)c2ccccc2OC(F)(F)F)CCN1C(=O)c1ccco1 (stereo unspecified)	-10	nt	-5	-2	-6	-14	-11	-4	16	-1	-5
COc1cc(C(=O)NCC(c2cccnc2)N2CCN(C)CC2)cc(OC)c1OC (stereo unspecified)	-29	-4	12	7	-20	4	-3	0	5	-1	5
COc1ccc(Cl)cc1C(=O)Nc1ccc(NC(C)=O)cc1	-2	1	-32	-2	-19	1	4	-9	-4	2	-25
CCOC(=O)C1CCN(c2c(C(=O)c3ccccc3)cnc3ccc(Cl)cc23)CC1	15	-13	-3	-7	-8	8	11	-14	-29	-9	33
OC(c1ccccc1)c1ncc(-c2ccc(Cl)cc2)[nH]1 (stereo unspecified)	-42	nt	-21	-32	-42	-13	-41	-15	-51	11	-96
COc1ccc(S(=O)(=O)N(C(=O)c2ccncc2)c2ccc3oc4c(c3c2)CCCC4)cc1	7	-2	44	51*	9	-6	18	32	-8	-11	0
CC(C)(C)NC(=O)CN(CC1CCCO1)C(=O)CNS(=O)(=O)c1ccc(F)cc1 (stereo unspecified)	-2	-14	-1	-10	-15	-2	4	-13	0	9	4
COc1ccc(/C=N/NC(=O)c2cc(C(C)(C)C)[nH]n2)cc1COc1ccc(F)cc1F	11	11	49	-8	-10	5	12	-25	12	-4	7
Cc1ccc(C(=O)N[C@@H](Cc2ccccc2)C(=O)N2CCC3(CC2)NCCc2[nH]cnc23)cc1C	11	-1	-1	-7	7	2	5	-10	18	10	14
O=C(C1CCCN(S(=O)(=O)c2ccc([N+](=O)[O-])cc2)C1)N1CCCCC1 (stereo unspecified)	nt	-13	4	6	18	-10	17	3	6	-5	5
O=C(CN1CCN(Cc2ccc(Cl)cc2)CC1)N/N=C/C=C/c1ccccc1[N+](=O)[O-]	15	14	11	34	13	-7	17	-9	2	-22	0

An excerpt from above, showing only NR2F2 inh and LRH-1 inv ag:
mol | NR2F2 inh | LRH-1 inv ag
CC1(C(=O)NS(=O)(=O)c2ccccc2OC(F)(F)F)CCN1C(=O)c1ccco1 (stereo unspecified) | -10 | -5
CC(C)(C)NC(=O)CN(CC1CCCO1)C(=O)CNS(=O)(=O)c1ccc(F)cc1 (stereo unspecified) | -2 | 4

More structures follow:
SMILES	NR2F2 inh	LMP1 NFkB inh	TROY signal inh	TWEAK-Fn14 inh	Shn3 3UTR inh	C8 TRAIL sens	SRC3 inh	CF NFkB block	SRC1 inh	KKLEB cytotox	LRH-1 inv ag
CCC[C@@H]1CCCC/C=C\CCCC(=O)OCCN1C(=O)OC(C)(C)C	-2	2	15	5	21	-19	19	2	8	7	-28
O=C(Cc1ccccc1)N1CCN(C(=O)c2cccs2)CC1	1	5	-4	-18	2	0	23	-3	-6	10	10
O=C(OCC(=O)N1CCc2ccccc21)c1ccccn1	-11	-8	-40	-18	-7	-2	7	-12	-16	-5	-6
CS(=O)(=O)c1cnc2c(-c3ccsc3)cnn2c1N	-28	-10	-32	16	-14	9	-22	14	-34	6	-46
Cc1cccnc1NC(=O)CNC(=O)C12CC3CC(CC(C3)C1)C2	-13	1	-7	-9	-19	2	5	-41	-8	-5	16
COc1ccc(N2C(=O)C3CCCN3C2c2ccccc2OC)cc1 (stereo unspecified)	-26	6	2	-2	6	6	-7	-3	1	-4	-8
COc1ccc(Cn2c(=O)oc3ccccc32)cc1F	9	1	11	-1	4	-5	12	6	2	2	2
Nc1cccc(Nc2nc(OC(C(F)(F)F)C(F)(F)F)nc(OC(C(F)(F)F)C(F)(F)F)n2)c1	4	-1	31	37	23	2	22	-19	3	4	4
N#Cc1nc(Cl)c(Cl)c(NN)c1Cl	-12	-1	62*	-16	3	1	2	24	14	-16	0
Cc1ccc(N=c2c([N+](=O)[O-])nn(-c3ccc(Cl)cc3)n2O)cc1C	7	-7	3	15	5	-24	10	-8	-8	5	1
CN(CC(=O)Nc1nc2ccccc2s1)S(=O)(=O)c1ccc(Br)cc1	-2	6	24	28	1	1	-17	-11	-12	-6	-5
CCOC(=O)N=S(N)(=O)c1ccc(Cl)cc1 (stereo unspecified)	-19	1	2	6	-6	-20	14	0	-29	8	-4
O=C(CSc1nnc(Cc2ccccc2)o1)Nc1ccc(N2CCOCC2)cc1	8	-1	-3	0	-12	-25	-12	2	-6	3	4
CCOC(=O)N(C)c1ccc(C(O)(C(F)(F)F)C(F)(F)F)cc1	4	2	2	-23	2	-44	17	4	-3	17	29
O=C(CN(Cc1ccccc1)C(=O)CCC(=O)Nc1ccccn1)NCc1ccc(F)cc1	7	-7	12	17	-6	-18	1	-3	-6	0	0
C/C(N)=C(/C#N)C(=O)COC(=O)CCSc1ccccc1	-1&4	-3&6	-7&-8	-4&-18	5&-16	-16&-1	-3&13	0&-1	-9&-3	4&1	-1&15
Cc1ccc(C(=O)NCCN(C)C)cc1C	-9	4	2	8	0	-17	10	5	-2	-2	14
Cc1cccc(Nc2c(-c3ccc(N4CCOCC4)cc3)nc3ncccn23)c1	-10	2	-50	-20	-12	6	-28	-7	-15	-7	-37
CCN(CC)S(=O)(=O)c1ccc(OC)c(NC(=O)c2cccs2)c1	10	1	11	1	12	-3	15	-2	-10	-1	-1
CCCCCn1c(CCC(=O)Oc2ccccc2OC)nc2c1c(=O)[nH]c(=O)n2CCCC	10	-2	-13	-1	-11	-10	19	4	-16	1	-15
CCCn1nnnc1NCc1ccc(N2CCCC2)cc1	-9	-8	0	-17	10	0	-2	13	1	0	-4
O=C(Nc1ccc(OC(F)(F)F)cc1)c1ccc(S(=O)(=O)N2CCOCC2)o1	17	1	-5	-16	14	10	30	12	15	-3	22
O=C(CSCc1cc(=O)n2nc(C3CC3)sc2n1)Nc1ccc(F)cc1	-8	-5	-2	-4	-3	-2	3	-8	6	13	-13
CCOC(=O)C1CCN(C(=O)c2cc(COc3ccc(OC)c4ccccc34)on2)CC1	-43	-31	-33	-36	-114	13	-79	-6	-59	1	-51
COc1cc(C2NC(=O)NC(C)=C2C(=O)OC2CCCCC2)cc(Br)c1O (stereo unspecified)	-18	-2	14	-23	-6	4	12	2	-1	0	-6

Further structures follow:
SMILES	NR2F2 inh	LMP1 NFkB inh	TROY signal inh	TWEAK-Fn14 inh	Shn3 3UTR inh	C8 TRAIL sens	SRC3 inh	CF NFkB block	SRC1 inh	KKLEB cytotox	LRH-1 inv ag
CCn1c(SC(C)C(=O)NCC2CCCO2)nc2scc(-c3ccccc3)c2c1=O (stereo unspecified)	-4	9	10	3	0	1	1	14	-15	-10	-10
CCN1CCCC1CNC(=O)C1c2cc(OC)c(OC)cc2C(=O)N(C)C1c1cccnc1 (stereo unspecified)	-19	-2	-21	-24	16	3	0	5	8	-2	1
CCN(CC)S(=O)(=O)c1cccc(C(=O)N2CC(O)CC2C(=O)OC)c1 (stereo unspecified)	-9	1	28	-1	1	5	-9	4	3	0	-7
CC(=O)Nc1ccc(C(=O)OCC(=O)NC2CCCCCCC2)cc1	5	-12	8	-2	-26	4	5	-3	5	2	-6
NC(=O)c1nn(-c2ccc(Oc3ccccc3)cc2)c(=O)cc1O	-10	0	11	8	-1	-1	8	3	6	4	9
CCSc1nc2c(c(=O)[nH]1)C(c1cccs1)C(C(=O)OC)=C(C)N2 (stereo unspecified)	4	-7	6	8	-6	13	-4	-22	-38	3	8
COc1ccc(C2Nc3ccccc3C(=O)N2O)cc1OC (stereo unspecified)	-36	-17	-52	-25	-9	2	-13	-4	-33	1	-48
COc1ccccc1C(=O)Nc1ccc(Oc2ncnc3sc(-c4ccccc4)cc23)cc1	-2	8	-3	-8	17	14	-1	34	-8	-31	-3
CN1CCN(CC(C)(C)NS(=O)(=O)c2ccc(Cl)cc2)CC1	18	-4	-44	-6	-48	-5	16	14	6	-13	6
CC1(C(=O)Nc2cccc3ncccc23)CCN1C(=O)C1(c2ccccc2)CC1 (stereo unspecified)	8	nt	7	22	10	-5	6	-17	1	21	-8
CN(C)N=Nc1nc2c(c(=O)n(C)c(=O)n2C)n1C	-6	nt	-9	7	1	-3	10	12	-9	6	1
COc1ccccc1N(C(=O)CCl)c1cn(C(C)=O)c2ccccc12	30	28	-13	73*	48	92*	62	89*	40	-102*	20
CC(C)CNC(=O)NC(=O)COc1ncnc2sccc12	11	3	-5	3	11	-12	-14	-17	18	5	11
O=S(=O)(/N=C(/Nc1nccs1)c1ccc(F)cc1)c1ccccc1	-2	7	2	-11	12	-3	2	10	13	-3	24
CCC1=C(OC(=O)N(CC)CC)N2C(=O)OC(=NCc3ccccc3)[C@]2(C)[C@H]2C1=CC[C@H]1C(=O)N(CC(=O)OC)C(=O)[C@H]12	0	1	-1	-1	-11	-10	2	2	0	-2	18
